Compound activity from PubChem.
KKLEB cytotox = cytotoxicity in KKLEB CF airway cells, primary screen, cytotoxicity control for CF NF-kB inhibitor project, cell-based, uHTS, fluorescence assay plates | KKLEB CF airway cells viability, ATPlite luminescence, overnight; stronger effect = lower value; cells stimulated with P. aeruginosa culture filtrate | activity change (cytotoxicity), % at 5 µM | hit rate 0.36% among 360,000;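 active means corrected activity change at or below -50% at 5 µM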
Shn3 inh set2 = reduction of Shn3 3'UTR firefly luciferase signal, primary screen, Schnurri-3 inhibitor project, cell-based, Clone20 osteoblasts, set 2; Clone20 osteoblast Shn3 3'UTR firefly luciferase, 24 h; inhibition, % at 12.5 µM; hit rate 0.52% among 360,000;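 active means mean inhibition of at least 75% with every replicate also reaching 75%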;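 further: 0% = median of neutral control wells and 100% = pilot-screen positive control compound; some compounds past the cut are filed as inactive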
TROY NFkB inh = inhibitors of TROY-driven NF-kB signaling, primary screen, Q293 LMP1-TROYcd cells, NF-kB luciferase, uHTS; hit rate 0.98% among 360,000; Q293 LMP1-TROYcd NF-kB luciferase reporter, 4 h; inhibition, % at 10 µM;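 active means compounds whose plate-normalised and pattern-corrected inhibition of the luciferase reporter signal at the single screening dose is 50% or more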
TWEAK Fn14 block = inhibitors of TWEAK-Fn14 signaling, primary screen, luciferase reporter cells, uHTS; TWEAK-stimulated Fn14 reporter cells, luciferase luminescence, 8 h; inhibition, % at 10 µM; hit rate 2% among 360,000; in the data active means inhibition above about 50%
CF NFkB inh = inhibitors of PAF-induced NF-kB signaling, primary screen, cell-based, GFP fluorescence, uHTS; KKLEB NF-kB-GFP reporter, GFP fluorescence overnight; inhibition, % at 5 µM; hit rate 0.86% among 360,000; AID 588850, 2011;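 active means at least 50% inhibition at 5 µM, scaled per plate between neutral and stimulator controls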;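 further: PAF is a Pseudomonas aeruginosa culture filtrate used as stimulus; plate controls were PAF-stimulated DMSO wells for no effect and unstimulated DMSO wells for full effect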
LMP1 NFkB inh = EBV LMP1-driven NF-kappaB luciferase reporter inhibitors, primary screen, cell-based, luminescence, single point; LMP1-induced NF-kappaB luciferase reporter cells; inhibition, % at 12.5 µM; hit rate 0.69% among 350,000; AID 504558, 2011; in the data active means inhibition above about 41%;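 further: 0% = neutral control wells and 100% = reference inhibitor control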
COUP-TFII inh = NR2F2 transcriptional activity inhibitors, primary screen, cell-based, luciferase reporter, HEK293T, luminescence; hit rate 0.7% among 370,000; AID 686940, 2013; HEK293T NGFI-A luciferase reporter; COUP transcription factor 2 (Homo sapiens), P24468; inhibition, % at 8.6 µM;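 active means inhibition above a per-plate cutoff, mean inhibition of test wells between control levels plus 3 SD, cut at about 38% in these data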;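 further: cells cotransfected with COUP-TFII expression vector driving the NGFI-A reporter; 0% = median of COUP-TF2 test wells and 100% = reporter-only cells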
Target sequence (P24468 whole entry, looked up): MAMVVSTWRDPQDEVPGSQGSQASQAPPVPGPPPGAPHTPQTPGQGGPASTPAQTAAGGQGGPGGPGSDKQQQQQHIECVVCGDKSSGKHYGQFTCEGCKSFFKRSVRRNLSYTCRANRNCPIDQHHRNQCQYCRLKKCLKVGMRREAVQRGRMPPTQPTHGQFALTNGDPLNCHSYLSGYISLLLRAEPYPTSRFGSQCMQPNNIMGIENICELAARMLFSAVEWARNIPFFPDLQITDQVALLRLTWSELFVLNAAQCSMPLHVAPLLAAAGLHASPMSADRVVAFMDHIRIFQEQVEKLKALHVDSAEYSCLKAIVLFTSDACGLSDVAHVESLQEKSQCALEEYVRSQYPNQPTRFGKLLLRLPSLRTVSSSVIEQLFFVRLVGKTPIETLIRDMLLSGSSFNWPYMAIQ
NCOA1 inh = SRC1 coactivator transcriptional activity inhibitors, primary screen, cell-based, luminescence. HEK293 GAL4-SRC1 luciferase reporter. inhibition, % at 3.6 µM. hit rate 0.12% among 360,000. AID 588354, 2011;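 active means inhibition above the campaign mean plus 3 SD, with each screening campaign given its own cutoff, cut at about 60% in these data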;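 further: 0% = DMSO treated cells and 100% = gossypol at 36 µM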
LRH-1 inv ag = LRH-1 (NR5A2) inverse agonists, primary screen, cell-based, luminescence, HEK293T, StAR-luciferase reporter. Nuclear receptor subfamily 5 group A member 2 (Homo sapiens), O00482. LRH-1 transfected, 24 h. inhibition, % at 3.6 µM. hit rate 0.13% among 360,000;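 active means inhibition above the mean inhibition of all tested compounds plus 3 SD, cut at about 73% in these data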;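 further: 0% = DMSO wells and 100% = reporter-only cells lacking LRH-1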
Target sequence (O00482 whole entry, looked up): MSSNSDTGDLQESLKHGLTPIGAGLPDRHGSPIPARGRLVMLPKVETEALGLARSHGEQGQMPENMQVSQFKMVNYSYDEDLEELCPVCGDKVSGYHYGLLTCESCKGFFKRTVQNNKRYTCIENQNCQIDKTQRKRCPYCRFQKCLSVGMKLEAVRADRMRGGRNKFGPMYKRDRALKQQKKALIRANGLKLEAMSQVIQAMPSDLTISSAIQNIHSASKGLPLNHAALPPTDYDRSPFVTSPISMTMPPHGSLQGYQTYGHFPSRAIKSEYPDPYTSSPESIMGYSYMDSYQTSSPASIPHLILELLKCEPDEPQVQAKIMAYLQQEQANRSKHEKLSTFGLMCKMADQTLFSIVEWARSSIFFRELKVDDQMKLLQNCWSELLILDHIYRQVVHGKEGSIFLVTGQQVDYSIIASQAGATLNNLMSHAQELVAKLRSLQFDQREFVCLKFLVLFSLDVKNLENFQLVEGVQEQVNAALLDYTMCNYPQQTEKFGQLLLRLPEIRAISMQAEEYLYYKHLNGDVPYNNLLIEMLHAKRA
NCOA3 inh = SRC3 coactivator transcriptional activity inhibitors, primary screen, cell-based, luminescence | Nuclear receptor coactivator 3 (Homo sapiens), Q9Y6Q9 | HEK293 GAL4-SRC3 luciferase reporter | inhibition, % at 3.6 µM | hit rate 0.17% among 360,000;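 active means inhibition above a per-campaign cutoff, the mean of all compounds plus 3 SD, cut at about 60% in these data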;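 further: 0% = DMSO-treated cells and 100% = gossypol-treated cells at 36 µM; higher means less SRC3-driven luciferase light from the GAL4 reporter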
TRAIL sens C8 = viability loss with TRAIL in NB7+C8 cells, primary screen, TRAIL sensitizer project, cell-based, ATPlite luminescence | inhibition (viability loss, TRAIL sensitization), % at 10 µM | hit rate 1% among 360,000 | AID 624354, 2012;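 active means compounds causing at least 50% loss of cell viability in the single-dose screen, relative to plate controls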
* = called active by the depositor; / = no result given.

SMILES | KKLEB cytotox | Shn3 inh set2 | TROY NFkB inh | TWEAK Fn14 block | CF NFkB inh | LMP1 NFkB inh | COUP-TFII inh | NCOA1 inh | LRH-1 inv ag | NCOA3 inh | TRAIL sens C8
O=C(CCl)NC(=O)NC12CC3CC(CC(C3)C1)C2 | -11 | -9 | 8 | -19 | 1 | -3 | -2 | 2 | 20 | 10 | 1
CCC(=O)c1c[nH]c(C(=O)NCc2cccc(C(F)(F)F)c2)c1 | 4 | -18 | -6 | 23 | -12 | 4 | -9 | -13 | 2 | -3 | -9
Cc1c(NS(=O)(=O)c2ccc(F)cc2)c(=O)n(-c2ccccc2)n1C | 7 | -7 | 27 | 8 | -4 | 9 | -20 | 4 | -3 | 2 | 0
Cc1ccc(C2(C)NC(=O)N(CC(=O)Nc3ccc(N4CCOCC4)cc3N3CCOCC3)C2=O)cc1 (stereo not drawn) | 10 | -94 | 11 | -5 | -2 | -2 | 19 | -1 | 1 | 14 | 8
Cc1cccc(-c2nc(CSCC(=O)NCc3cccs3)c(C)o2)c1 | -3 | 8 | 3 | -5 | -12 | -1 | 13 | 6 | 7 | 16 | 8
CCn1c(COc2ccc3ccccc3c2C)nnc1SCC(=O)Nc1cccc(C(=O)O)c1 | -6 | 10 | -13 | 2 | -5 | -3 | 15 | -2 | -10 | 13 | 12
O=C(NCc1ccccc1)N[C@@H](Cc1ccccc1)C(=O)O | -1 | 23 | 10 | 8 | 4 | -8 | 3 | -18 | 12 | 4 | -11
CCN(CC(=O)Nc1ccc(NC(C)=O)cc1)C(=O)c1cccc(-n2cccc2)c1 | 16 | -10 | -3 | -3 | -2 | -1 | / | -16 | 11 | 7 | 4
O=C(O)C1C(c2ccccc2)=C1c1ccc(Br)cc1 (stereo not drawn) | -1 | -10 | -8 | 6 | 1 | 3 | 6 | 4 | 12 | 10 | -7
Cc1cc(C)c2c(=O)[nH]c(SCC(=O)N(C)C)nc2n1 | -1 | -18 | -13 | -24 | 12 | -9 | -13 | -4 | -1 | 7 | -9
CCCCOC(=O)NCN1C(=O)C2C3C=CC(C3)C2C1=O (stereo not drawn) | 8 | 3 | -1 | -2 | -11 | -6 | -2 | 1 | 9 | 16 | 3
Cc1cc(Br)ccc1NC(=O)CN(C)C(=O)CN1C(=O)NC(C)(C2CC2)C1=O (stereo not drawn) | -7 | -8 | 11 | 0 | 2 | 1 | 5 | 5 | -7 | -13 | 5
COc1ccc([N+](=O)[O-])cc1NC(=O)Cn1ccc(C(F)(F)F)n1 | 0 | -7 | -2 | -30 | 9 | 5 | 1 | 6 | -8 | 4 | -23
CCOc1ccc(S(=O)(=O)c2c[nH]c3ccc(C)cc3c2=O)cc1 | 1 | 21 | 9 | -8 | -14 | / | 11 | 11 | 8 | 7 | 5
COc1ccc(NC(=S)NCCSc2ccc(C)cc2)c(OC)c1 | -10 | -4 | 7 | 12 | 1 | 1 | 0 | -12 | -8 | -20 | 0
Cc1cc(OCC(=O)OCC(=O)Nc2cc(S(=O)(=O)N3CCOCC3)ccc2Cl)ccc1Cl | -3 | -21 | -3 | 5 | 6 | -8 | 19 | 0 | 6 | 4 | 17
O=C(C1=NOC(CNc2ncc(C(F)(F)F)cc2Cl)C1)N1CCOCC1 (stereo not drawn) | 4 | 9 | -2 | 34 | -1 | -3 | -16 | -6 | -16 | 11 | -7
O=C(Cn1nc2ccccc2n1)N/N=C/c1ccc(F)cc1 | 7 | 3 | -24 | -12 | -11 | -4 | 13 | 10 | -4 | 10 | -6
O=C(NC(=S)N1CCN(C/C=C/c2ccccc2)CC1)c1cccnc1 | -11 | 12 | -6 | -10 | 9 | 7 | 5 | 11 | 5 | 11 | -9
O=C(Nc1ccccc1Cl)N1CCN(c2ccc3nnc(-c4ccccc4)n3n2)CC1 | 4 | 42 | -21 | -5 | -21 | 20 | / | 8 | -7 | -7 | -1
CS(=O)(=O)Nc1nnc(CCc2ccccc2)s1 | 20 | -16 | 22 | 15 | 0 | 0 | 5 | 2 | 10 | 13 | -2
C[C@@H]1CNC(=O)c2c(C(=O)NC3CCN(C(=O)OC(C)(C)C)CC3)ncn21 | 9 | 8 | 15 | -13 | -20 | / | -7 | 1 | 1 | -18 | 3
O=C(CC1NCCNC1=O)OCc1ccccc1 (stereo not drawn) | 9 | 11 | -20 | -9 | -24 | -3 | -28 | -35 | -8 | 1 | -5
CCN(CC)c1ccc(NC(=O)C(C)C)cc1 | 5 | -15 | -32 | -2 | -7 | -13 | 12 | 4 | -17 | -7 | -1
COc1cccc(N2CCN(C(=O)CN(C)S(=O)(=O)c3ccc4c(c3)CCC(=O)N4)CC2)c1 | -5 | 2 | 18 | 0 | 8 | 2 | -5 | 5 | 17 | -9 | -2
O=C(OCC(=O)N1CCOCC1)c1ccccc1Cc1ccccc1 | -5 | -110 | -35 | 17 | 17 | -39 | -35 | -101 | -121 | -96 | -3
COc1ccc(-c2sc(Nc3ccccc3)n[n+]2-c2ccc(F)cc2)c(OC)c1OC | -3 | -7 | 5 | -8 | -27 | 0 | -13 | -2 | 8 | -12 | -1
Cc1noc(NS(=O)(=O)c2ccc(NC(=O)c3cnc4scc(C)n4c3=O)cc2)c1C | 13 | 2 | 2 | 3 | -22 | -1 | 8 | 3 | 3 | 11 | 8
CCN(C(=O)CSc1nnc(C)n1-c1ccccc1)C1CCS(=O)(=O)C1 (stereo not drawn) | 0 | 4 | 4 | 5 | -10 | -10 | -8 | 7 | 16 | 10 | -2
CCC(CC)NC(=O)c1n[nH]c(=O)c2ccccc12 | 4 | 2 | -5 | -17 | -16 | 6 | 8 | -13 | -5 | 7 | -6
Cc1ccc(-n2c(C)cc(/C=N/NC(=O)CC3(C)OCCO3)c2C)c(C)c1 | -1 | 11 | 16 | -3 | -4 | -8 | 4 | -44 | 11 | 19 | -5
Cc1cc(NC(=O)COC(=O)c2cc(S(=O)(=O)N(C)c3ccccc3)ccc2Cl)no1 | 1 | -5 | 9 | -19 | -18 | -3 | -5 | -5 | -4 | 3 | 7
COc1ccccc1/C=N/NC(=O)CO | 5 | -7 | -8 | -6 | 19 | -7 | 8 | 0 | -5 | 11 | 1
C/[N+]([O-])=C\c1cccc(OCCN2CCN(c3ncc(C(F)(F)F)cc3Cl)CC2)c1 | -2 | 24 | 13 | -7 | -8 | 15 | 11 | -4 | -2 | -6 | -3
CCCCS(=O)(=O)c1sc2nc3c(cc2c1N)CCCC3 | -8 | 35 | -6 | 24 | 8 | 1 | -13 | -34 | 5 | 8 | 9
O=C(COc1ccc([N+](=O)[O-])cc1Cl)Nn1cnnc1 | 9 | 11 | -13 | -11 | -16 | -3 | 14 | -12 | -7 | -7 | -1
COc1ccc(S(=O)(=O)N2CCC3CC2c2cc(-c4ccc5c(c4)OCO5)ccc23)cc1 (stereo not drawn) | -39 | 19 | 4 | -3 | 40 | / | 7 | -10 | -4 | -14 | -8
CC(=O)c1cccc(NC(=O)CN(C)S(=O)(=O)c2cccc3nsnc23)c1 | -6 | 19 | -3 | 27 | 25 | -1 | -16 | 15 | 26 | 22 | 1
CC(C)N1CC(=O)N2CSCC2C1=O (stereo not drawn) | / | / | -5 | -11 | / | / | -4 | / | 5 | / | -5
Cc1csc(NC(=O)c2c(O)c3c(n(CC(C)C)c2=O)CCCC3)n1 | -3 | 13 | 14 | -4 | 4 | 6 | / | -12 | 8 | -5 | 12
O=C1C2ON(c3ccccc3)C(c3ccncc3)C2C(=O)N1c1ccc(Br)cc1 (stereo not drawn) | -6 | -14 | -48 | 1 | 4 | -8 | -2 | 4 | 1 | 12 | -7
CCOC(=O)C(C)N1C(=O)S/C(=C/c2cc(C)n(-c3ccccn3)c2C)C1=O (stereo not drawn) | -3 | -26 | -2 | 10 | -5 | -7 | -21 | -63 | -90 | -68 | 43
CCOC(=O)c1sc(=NC(=O)c2ccc(OC)c(OC)c2)n(C)c1C | 13 | -28 | -12 | -47 | -11 | -2 | -8 | -31 | -10 | -3 | -2
CCOc1ccc(-n2cnnn2)cc1S(=O)(=O)NCCc1ccc(OC)c(OC)c1 | 1 | 13 | 14 | -10 | 12 | -2 | -2 | -8 | 12 | 20 | -19
COc1cc(-n2nnnc2SC)c(OC)cc1Cl | 0 | 1 | 8 | 8 | 8 | 5 | -12 | -4 | -6 | 10 | 0
COc1ccc(CCNC(=O)c2cc3sc(Cl)cc3n2C)cc1OC | -15 | 5 | 2 | -70 | 10 | 4 | -10 | 7 | -12 | -3 | -6
O=C(N1CCN(c2ccccn2)CC1)C(Cl)(Cl)Cl | 10 | -16 | -31 | -18 | -18 | -2 | -17 | -11 | -3 | -6 | 13
Cc1cc([N+](=O)[O-])ccc1N1C(=O)c2ccc(C(=O)Nc3ccccc3C(=O)O)cc2C1=O | 2 | -1 | 14 | -14 | -8 | 5 | -6 | 2 | 22 | 5 | 2
Brc1ccc2c(c1)OCCOCCOc1cc(Br)ccc1OCCOCCOCCO2 | -30 | 77 | 30 | -3 | 39 | 20 | / | 18 | -21 | 35 | 47
Cn1nnnc1SCCNCc1ccccc1OCc1ccc(F)cc1 | 5 | -3 | -9 | -9 | -8 | -1 | -1 | -20 | 17 | 0 | 9
CCCCNC(=S)NCCN1CCCCC1 | 3 | 5 | 5 | -4 | -18 | 26 | -4 | -18 | 17 | 6 | 10
CCC(C)NC(=O)CNC(=O)c1nn(-c2ccc(OC)c(Cl)c2)c(=O)c2ccccc12 (stereo not drawn) | -12 | -4 | -8 | 22 | 2 | 4 | -6 | -8 | 11 | 4 | -4
COC(=O)c1cc(C(=O)c2cc(Br)ccc2O)coc1=N | -6 | 2 | 15 | -14 | 14 | 1 | -18 | -6 | 6 | 5 | -8
COc1ccc(S(=O)(=O)NC(C)C(=O)Nc2ccccc2F)cc1 (stereo not drawn) | 9 | 15 | 6 | 5 | 13 | 10 | 0 | 4 | 4 | -4 | -5

Three entries from above, sorted by the value under COUP-TFII inh, largest number first:
Structure | Shn3 inh set2 | TWEAK Fn14 block | CF NFkB inh | LMP1 NFkB inh | COUP-TFII inh | NCOA1 inh | LRH-1 inv ag | NCOA3 inh
CCC(C)NC(=O)CNC(=O)c1nn(-c2ccc(OC)c(Cl)c2)c(=O)c2ccccc12 (stereo not drawn) | -4 | 22 | 2 | 4 | -6 | -8 | 11 | 4
O=C(N1CCN(c2ccccn2)CC1)C(Cl)(Cl)Cl | -16 | -18 | -18 | -2 | -17 | -11 | -3 | -6
COC(=O)c1cc(C(=O)c2cc(Br)ccc2O)coc1=N | 2 | -14 | 14 | 1 | -18 | -6 | 6 | 5

An excerpt; rates above refer to the full screens.
